Nrf2 ARE act = Nrf2 pathway activation. AREc32 ARE-luciferase reporter (MCF7-derived line), luminescence, 24 h. Potency, µM (top dose mostly 46.1 µM), without a hit: top-dose activation, hits mostly activators. hit rate 0.31% among 410,000; note: potency is the fitted concentration of half-maximal effect; % of control where 0% means no effect; nearly all actives have a fitted effect of over 65% in size
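Nrf2 activation is followed as ARE-luciferase induction in the AREc32 line after one day of compound treatment; luminescence is read with Steady-Glo.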
TGFb inhibitor = TGF-b pathway inhibition. HepG2 CAGA-GFP TGF-b/SMAD3 reporter, GFP fluorescence, 18 h; TGF-beta stimulated, 500 pg/mL final. Potency, µM (highest dose often 46.1 µM), for the others: at the top dose activity, negative = inhibition, hits mostly inhibitors. hit rate 1.2% among 410,000. AID 588855; note: potency is the fitted concentration of half-maximal effect; % is set by controls: 0 for no effect and ±100 for the full control effect; nearly all actives have a fitted effect of over 65% in size
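HEPG2 CAGA-GFP, 1000 cells/well; 2 h settle, 37 C; cpd via pin tool; TGF-b 500 pg/mL final; 18 h, 37 C; GFP imaging ex488/em500-530; %Activity normalised to -TGF-b and +DMSO controls; CRC fit, curve class.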
CCT chaperon mod = modulators of cytosolic chaperonin (CCT/TRiC) activity | hit rate 0.3% among 360,000 | activity change, % (concentration not given with the values), hits read low | purified chaperonin ATPase assay, HTRF ADP detection, 30 min; in the data active = activity change below about -30%; note: % is set by controls: 0 for no effect and ±100 for the full control effect
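First, chaperonin was dispensed at 40 nM or 20 nM final depending on batch activity. Next, compounds were pinned at 76 uM and ATP added at 10 uM. After 30 min at 37 °C, ADP detection reagents ran 30 min at ambient temperature.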
Nrf2 inh = inhibitors of Nrf2 signaling | A549 ARE-Fluc reporter, luciferase luminescence, 18-24 h | AID 504444 | Potency, µM (titrated, usually from 46 µM), without a hit: top-dose activity change, negative = inhibition, most hits filed as inhibitors | hit rate 2.1% among 360,000; note: potency is the fitted concentration of half-maximal effect; % is set by controls: 0 for no effect and ±100 for the full control effect; nearly all actives have a fitted effect of over 60% in size
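Nrf2 function is reported as luminescence of an ARE-controlled luciferase in A549 cells. Compounds were tested at several concentrations, and a CellTiter-Fluor read on the same wells flagged cytotoxicity.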
ATXN viability = viability counter-screen for ATXN expression inhibitors | AID 651635 | Potency, µM (titrated, usually from 56.7 µM), actives largely listed as cytotoxic | hit rate 0.49% among 400,000 | S2 cells (HEK-293 line with an ATXN2-luciferase reporter) viability, CellTiter-Fluor protease fluorescence, 24 h; note: potency is the fitted concentration of half-maximal effect; nearly all actives have a fitted effect of over 40% in size
Akt phos inh = blocks phosphorylation of Akt; Neuro2A IGF-stimulated pAkt S473 HTRF, 20 min; stronger effect = lower value; activity change, % for hits at 50 µM; hit rate 0.32% among 360,000; in the data active = activity change below about -80%; inconclusive = mostly about -51% to -80%; note: % is set by controls: 0 for no effect and ±100 for the full control effect
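Single-point screen (50 µM final compound) in Neuro2A cells stimulated 20 min with 6 nM IGF at 37 deg C. After lysis, Ser473-phosphorylated Akt read by HTRF (ex 330 nm, em 615/665 nm) as the 665/615 ratio.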
Mm-Cpn inhibitor = blocks the Methanococcus maripaludis chaperonin Mm-Cpn; purified Mm-Cpn ATPase, ADP Transcreener TR-FRET; AID 504842; hit rate 0.031% among 330,000; Potency, µM (top dose mostly 76.9 µM), for the others: top-dose activity, negative = inhibition, actives largely listed as inhibitors; note: potency is the fitted concentration of half-maximal effect; % is set by controls: 0 for no effect and ±100 for the full control effect; nearly all actives have a fitted effect of over 80% in size
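Purified archaeal chaperonin (25 nM final) was preincubated with compound for 10 min at 37°C, then ATP (10 uM final) was added for 30 min at 37°C in Tris pH 7.4/KCl/MgCl2/DTT buffer. ADP was quantified by HTRF Transcreener TR-FRET.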
HepG2 tox = HepG2 cytotoxicity, counter-screen for TGF-b inhibitors; HepG2 CAGA-GFP viability, ATP luminescence, 18 h; Potency, µM (highest dose often 46.1 µM), inactives show at the highest dose activity change, negative = cytotoxicity, usual class: cytotoxic; hit rate 0.76% among 410,000; note: potency is the fitted concentration of half-maximal effect; some results filed as inactive show a strong effect at the top dose
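CellTiter-Glo luminescence gave cytotoxicity after 18 hours at 37 degrees C. The cells were HepG2 CAGA-GFP in 1% FBS DMEM, stimulated with 500 pg/mL TGF-beta after compound addition. %Activity was normalised to no-cell wells (complete cell-killing) and DMSO (no toxicity), and curves were fitted and classified.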
A549 viability = kills or reduces viability of A549 cells in Nrf2 counter-screen; hit rate 0.16% among 390,000; A549 ARE-Fluc cells, CellTiter-Fluor viability, 18-24 h; AID 504648; Potency, µM (series often up to 46 µM), for the others: top-dose activity change, negative = cytotoxicity, usual class: inhibitors; note: potency is the fitted concentration of half-maximal effect; % is set by controls: 0 for no effect and ±100 for the full control effect
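Cytotoxicity counterscreen: CellTiter-Fluor fluorescence was measured in A549 ARE_Fluc cells after 18-24 h of compound exposure in a concentration series. The subsequent BugLite luminescent read reports ARE-luciferase activity.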
* marks the source's active call; other numbers are inactive results; i = inactive; ? = inconclusive; . = not tested or not shown; [ ] = another dose, or the depositor's remark. Unless noted, calls come from the whole dose curve; as a rule, active = well fitted curve in the direction sought with a large enough effect; inconclusive = small, poorly fitted or top-dose-only effect, or another doubt; inactive = no such curve, though single readings can be large; an effect the other way counts as inactive or inconclusive.

SMILES	Nrf2 ARE act	TGFb inhibitor	CCT chaperon mod	Nrf2 inh	ATXN viability	Akt phos inh	Mm-Cpn inhibitor	HepG2 tox	A549 viability
COc1ccc(S(=O)(=O)Nc2ccc3oc4ncccc4c(=O)c3c2)cc1OC	2.3%	3.8%	-4.5	2.6%	i	i	0.6%	-17.8%	-2.4%
OCCNc1nc(Nc2ccccc2Oc2ccccc2)nc(N2CCCC2)n1	17.8%	?	.	?	i	.	.	-28.0%	?
COc1ccc(/C=N/NC(=O)c2ccc(-c3ccccc3)cc2)cc1O	0.0%	6.4%	-1.7	-1.3%	i	i	0.2%	-36.4%	-0.8%
CC1CCCCC1NC(=O)c1ccncc1 (stereo unspecified)	0.6%	-4.3%	2.0	-19.6%	i	i	-5.2%	2.2%	12.9%
COc1ccc(OC2C(=O)N(Cc3ccc4c(c3)OCO4)C2c2cccs2)cc1 (stereo unspecified)	2.2%	?	-3.5	13µM*	i	i	0.6%	-26.8%	-26.2%
O=S(=O)(c1ccccc1Br)N1CCC(O)(c2cccnc2)CC1	-0.8%	11.9%	-1.1	-15.0%	i	i	-0.2%	17.4%	8.3%
Cc1ccc(Cl)cc1NC(=O)CSc1nccn1C	-0.3%	1.3%	.	.	i	.	.	-18.1%	5.4%
CCn1c(SCC(=O)NNC(=S)Nc2ccccc2)nnc1-c1ccc(Cl)cc1	0.5%[9.22 µM]	1.5%	0.2	5.4%	i	i	1.3%	4.2%	-0.1%
O=S(=O)(Nc1cccc(-c2cn3c(n2)SCC3)c1)c1cccs1	-1.0%	?	-0.9	-15.0%	i	i	-0.1%	-35.5%	3.2%
CC(C)c1ccc(S(=O)(=O)N2CCC(C(=O)N3CCN(c4cccc(Cl)c4)CC3)CC2)cc1	-0.8%	-6.6%	0.5	?	i	i	.	-23.3%	-8.9%
CCOc1ccccc1N(C)C(=O)c1sc2ncn(CC(=O)N3CCCCC3C)c(=O)c2c1C (stereo unspecified)	0.3%	15.3%	0.5	-17.4%	i	i	-13.8%	2.6%	-16.2%
CCOC(=O)N1CCN(C(=O)c2ccc3oc(CCCc4ccccc4)nc3c2)CC1	1.9%	-16.9%	-1.1	?	i	i	-0.4%	-16.2%	-0.3%
Cc1noc(C)c1CSc1nc2ccccc2c(=O)n1-c1ccc(F)cc1F	-0.4%	6.0%	-3.9	.	i	i	-0.9%	-9.5%	-19.9%
CCOc1ccc(OCC)c2sc(C)nc12	-0.1%	?	-0.4	-5.3%	i	i	-0.8%	-37.0%	-2.6%
CC(C(=O)NCC1(c2ccccc2)CCOCC1)N1CCOCC1 (stereo unspecified)	0.0%	17.6%	-0.2	14.9%	i	i	-3.4%	-1.1%	-0.4%
CCc1onc(C)c1C(=O)Nc1cc(C)ccc1OC	-0.4%	2.7%	0.2	-7.2%	i	.	1.9%	-5.1%	7.7%
Cc1ccc(Nc2cnn(C34CC5CC(CC(CC(=O)O)(C5)C3)C4)c(=O)c2Cl)cc1C	-0.4%	7.4%	-7.1	-3.7%	i	i	-2.1%	-2.6%	-1.8%
Cc1cccc(N=C2NC(=O)/C(=C/C=C/c3ccco3)S2)c1	?	-22.3%	-3.1	-2.9%	i	i	0.0%	1.9%	-17.1%
O=C(Oc1cccc(OC(=O)N2CCCCC2)c1)N1CCCCC1	1.7%	2.2%	-4.1	-27.8%	i	i	-0.2%	-7.8%	-5.1%
COc1ccccc1-c1cc(C(F)(F)F)nc(S(=O)(=O)CCCC(=O)NC(C)C)n1	?	?	-3.8	?	31.6µM*	i	-0.4%	-22.3%	?
CCCNC(=O)CN(c1ccc(F)cc1)S(=O)(=O)c1ccc2c(c1)OCCO2	-0.5%	-0.3%	-2.5	-13.2%	i	i	2.2%	2.8%	20.0%
COc1cc(/C=N/NC(=O)c2ccccn2)ccc1OC(=O)c1ccccc1Br	9.1%	-26.0%	-0.8	?	i	i	-0.2%	-35.1%	?
Cc1sc2ncnc(SCC(=O)N(C(C)C)C(C)C)c2c1C	0.0%	-3.3%	-5.3	2.5%	i	i	-2.4%	5.9%	-0.6%
Cc1cccc(CNC(=O)CCCN2C(=O)CCn3nc(-c4cn(C)c5ccccc45)cc32)c1	3.9%	-29.1%	.	.	i	.	.	-23.0%	1.0%
CC(=O)N(C)c1ccc(NS(=O)(=O)c2cc(Cl)ccc2Cl)cc1	-0.2%	-8.1%	0.5	0.0%	i	i	-0.7%	4.4%	-6.4%
SMILES	Nrf2 ARE act	TGFb inhibitor	CCT chaperon mod	Nrf2 inh	ATXN viability	Akt phos inh	Mm-Cpn inhibitor	HepG2 tox	A549 viability
COc1ccccc1NC(=O)CNC(=O)c1ccccc1	-0.9%	-12.6%	-0.1	.	i	i	1.8%	1.6%	-4.8%
CCSc1nnc(-c2ccc(OC)cc2)o1	-0.2%	6.3%	0.6	?	i	i	0.2%	1.7%	-4.6%
COc1ccc(OC)c(S(=O)(=O)N2CCN(c3ccc(F)cc3)CC2)c1	3.5%	-15.1%	-0.1	?	i	i	0.1%	-20.4%	15.0%
CC(=O)c1ccc(Nc2ccc(-c3ccccc3F)nn2)cc1	0.1%	?	-1.2	?	i	i	1.7%	-20.6%	-7.7%
COCCNC(=O)CN1C(=O)COc2ccc(S(=O)(=O)N3CCCC3)cc21	-0.6%	-7.6%	.	14.3%	i	.	.	-5.1%	10.9%
COC(=O)c1ccc(COc2ccc(C=O)cc2OC)o1	3.1%	-3.5%	-1.0	0.5%	i	i	1.9%	11.5%	7.6%
CCc1nc2c(OCc3ccc(OC)cc3)cccn2c1N(C)C(=O)c1ccncc1	-1.1%	29.2%	-1.1	.	i	i	.	1.8%	.
COc1ccc(C(=O)OCC(=O)c2ccco2)cc1[N+](=O)[O-]	6.2%	-8.9%	1.3	.	i	i	.	-29.9%	.
O=S(=O)([O-])CCC[N+]1(CC#Cc2ccccc2)CCCCC1	0.2%	-2.0%	0.2	-7.4%	i	i	-1.4%	6.0%	1.8%
CCn1c(COc2cccc(C)c2)nnc1SCC(=O)Nc1cccc(C(=O)OC)c1	-0.1%	1.2%	-2.1	-1.3%	i	i	-0.1%	-4.4%	1.6%
O=[N+]([O-])c1ccc(/C=C2\CCC(C3=CCCC3)=C2N2CCOCC2)cc1	?	?	-5.4	-10.9%	i	i	0.7%	-39.2%	-6.9%
C=CC[C@@H](Cc1ccc(F)cc1)C(=O)OC[C@H]1CCCN1C(=O)[C@H](CC=C)CC(=O)N(CCO)Cc1ccccc1	-0.2%	?	-0.4	?	.	i	-2.1%	-25.1%	-10.1%
COc1cc(OC)c(S(=O)(=O)Nc2ccc(C(=O)O)cc2)cc1S(=O)(=O)Nc1ccc(C(=O)O)cc1	-0.6%	-1.1%	0.6	0.5%	i	i	1.4%	12.4%	-0.8%
O=C(c1ccc([N+](=O)[O-])cc1[N+](=O)[O-])N1CCCC1	0.3%	1.8%	-1.0	-16.6%	i	i	1.7%	3.1%	-13.1%
CC(C)COCc1ccc(O)c2ncccc12	12.6%	10µM*	-0.3	-0.6%	i	i	-0.6%	-49.2%	0.9%
CCCOC(=O)c1c(NC(=O)CCCn2nc([N+](=O)[O-])c(Cl)c2C)sc(C(=O)OC)c1C	-0.3%	23.5%	-5.3	-10.9%	i	i	0.6%	32.8%	-3.7%
CC(=O)Nc1ccc(S(=O)(=O)NCCC(=O)Nc2ccc(C)c(Cl)c2)cc1	0.1%	-13.9%	-3.0	7.1%	i	i	-2.2%	27.2%	-2.4%
CN(C)S(=O)(=O)c1ccc(Cl)c(C(=O)Nc2ccc(S(=O)(=O)N3CCOCC3)cc2)c1	0.4%	-9.8%	-3.2	-16.3%	i	i	-9.7%	-1.8%	-5.8%
CSc1nc2c(c(=O)n1-c1ccc(C)cc1)SCC2	0.0%	?	-1.8	23.6%	i	i	-0.5%	-24.6%	-1.8%
O=C1Nc2ccc3c(c2C1=Cc1cc2c(cc1Br)OCO2)OCO3	10.5%	?	2.6	-22.6%	?	i	.	-18.6%	-9.0%
COc1ccccc1NC(=O)Cn1cnc2sc(C(=O)Nc3ccc(OC)c(OC)c3)c(C)c2c1=O	1.0%	18.2%	1.2	?	i	i	-0.1%	-1.7%	?
O=C(COc1ccc(F)cc1Br)N1CCN(c2ncccn2)CC1	4.7%	1.1%	5.0	?	i	i	0.7%	-0.9%	0.8%
CCC(=O)Nc1ccc(C(=O)CSc2nc3ccccc3[nH]2)cc1	2.4%	0.2%	-1.4	-1.8%	i	i	0.2%	3.6%	-8.4%
CC1CCCC(NC(=O)C2COc3ccccc3O2)C1C (stereo unspecified)	-0.2%	?	-2.6	12.5%	i	i	3.2%	-0.3%	1.4%
CN(C(=O)COc1ccccc1)c1nc(-c2ccc(F)cc2)cs1	-0.1%	2.2%	-1.3	16.1%	i	i	0.9%	4.1%	2.5%
Cc1occc1C(=O)N/N=C/c1cccs1	2.7%	-19.7%	-2.2	9.8%	i	i	2.4%	-43.6%	7.8%
Cc1cccc2cc(CN(Cc3nnnn3Cc3ccccc3)C3CCCC3)c(=O)[nH]c12	0.8%	3.5%	0.6	-5.7%	i	i	-0.7%	-18.0%	-7.9%
C=CCSc1nc2c(cc1C#N)CCC2	-0.2%	-0.3%	0.6	9.0%	i	i	2.1%	-17.3%	-19.7%[1.84 µM]
COc1ccc(C2CC23N=C(c2ccccc2)OC3=O)cc1 (stereo unspecified)	-0.1%	-7.1%	0.6	-13.6%	i	i	3.4%	-0.9%	-3.7%

Complete entries from above. Screens in order: Nrf2 ARE act, TGFb inhibitor, CCT chaperon mod, Nrf2 inh, ATXN viability, Akt phos inh, Mm-Cpn inhibitor, HepG2 tox, A549 viability
Profile of `COc1ccccc1-c1cc(C(F)(F)F)nc(S(=O)(=O)CCCC(=O)NC(C)C)n1` = ?, ?, -3.8, ?, 31.6µM*, i, -0.4%, -22.3%, ?
Profile of `COc1ccccc1NC(=O)Cn1cnc2sc(C(=O)Nc3ccc(OC)c(OC)c3)c(C)c2c1=O` = 1.0%, 18.2%, 1.2, ?, i, i, -0.1%, -1.7%, ?
